Screening results as filed in PubChem BioAssay.
ABCB6 inh MLPCN: human ABCB6 transporter inhibition; Q9NP58; K562-ABCB6 porphyrin accumulation, flow cytometry, 1 h; hits give low values; fluorescence ratio to DMSO, % at 10 µM; hit rate 0.19% among 360,000; AID 602162;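 active means fluorescence ratio to DMSO below 75%, the collection mean minus 3 SD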;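 further: signal is porphyrin accumulated inside mitochondria; 100% equals median channel fluorescence of DMSO control wells; lower ratio means ABCB6 inhibition with less porphyrin fluorescence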
Target sequence (Q9NP58 whole entry, looked up): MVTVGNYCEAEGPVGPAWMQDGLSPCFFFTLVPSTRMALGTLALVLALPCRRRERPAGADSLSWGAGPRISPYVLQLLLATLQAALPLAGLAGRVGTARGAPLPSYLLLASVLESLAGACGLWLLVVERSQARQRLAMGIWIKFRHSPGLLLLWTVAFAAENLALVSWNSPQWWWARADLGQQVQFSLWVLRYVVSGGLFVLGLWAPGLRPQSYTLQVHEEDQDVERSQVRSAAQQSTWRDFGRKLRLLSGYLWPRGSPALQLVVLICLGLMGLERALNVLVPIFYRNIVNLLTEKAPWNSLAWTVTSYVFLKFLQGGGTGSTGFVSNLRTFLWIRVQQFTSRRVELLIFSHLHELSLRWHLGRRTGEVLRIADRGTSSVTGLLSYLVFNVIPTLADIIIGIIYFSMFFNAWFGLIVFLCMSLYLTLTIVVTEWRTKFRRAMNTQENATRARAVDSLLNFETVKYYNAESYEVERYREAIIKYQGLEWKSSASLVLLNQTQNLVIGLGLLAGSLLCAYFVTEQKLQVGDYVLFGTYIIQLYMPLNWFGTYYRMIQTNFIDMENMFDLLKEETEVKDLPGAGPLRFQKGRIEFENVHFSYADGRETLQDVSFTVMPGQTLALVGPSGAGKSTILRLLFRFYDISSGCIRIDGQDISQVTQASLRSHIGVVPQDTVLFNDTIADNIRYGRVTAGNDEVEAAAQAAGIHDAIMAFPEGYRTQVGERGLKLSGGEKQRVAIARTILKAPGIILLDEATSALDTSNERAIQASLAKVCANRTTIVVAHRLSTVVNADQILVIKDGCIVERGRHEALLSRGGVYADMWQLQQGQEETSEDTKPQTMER
iPSC survival up: enhancers of human iPSC single-cell survival; hiPSC single-cell survival, ATPlite luminescence; 100% = ROCK inhibitor wells, 0% = DMSO; survival enhancement, % at 20 µM; hit rate 0.044% among 360,000; in the data active means survival enhancement above about 18%;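 further: cells exposed to compounds for 16 hours before the ATP read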
PDI turbidity: blocks human protein disulfide isomerase activity; hit rate 0.052% among 350,000; P07237; inhibition, % at 10 µM; PDI insulin aggregation turbidity, A650, 90 min;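 active means mean inhibition across replicates of 30% or more, whatever share of single replicates reach that level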;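 further: absorbance from insulin aggregation driven by PDI reduction with DTT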
Vif imaging: blocks HIV Vif function. inhibition, % at 7.49 µM. HEK293T cells, Vif self-association by quenched fluorescence, imaging, 24 h. AID 602346. hit rate 0.35% among 340,000; in the data active means inhibition above about 50%, passing the limit was not always enough; further: some results filed as inactive read as strong as hits
aDG glyco up: increases alpha dystroglycan glycosylation; AID 624168; hit rate 0.22% among 360,000; Pro5-aDG cells, alpha-DG glycosylation AlphaScreen (IIH6); 0% Pro5, 100% B10-LARGE cell signal; activation, % at 10 µM;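 active means activation of at least 8% versus controls, or a plate z-score of at least 8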;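 further: Pro5 are CHO cells carrying HIG-tagged alpha-DG that lacks glycosylation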
N-glyco inh: blocks N-linked glycosylation in D54 reporter cells; reporter increase, % at 12.5 µM; hit rate 0.23% among 360,000; D54 ERlucT glycosylation luciferase reporter, 24 h; percent of 100 nM tunicamycin response;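 active means mean luciferase reporter signal, scaled so untreated is 0 and the glycosylation-blocking control 100, at or above a set limit in every replicate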;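 further: luciferase carries N-glycosylation sites so blocking glycosylation raises the light; 0% = median of neutral control wells and 100% = median of 100 nM tunicamycin wells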
CaV13 ICDI inh: Disruptors of the CACNA1D IQ motif to Ca2+-dependent inactivation inhibitor domain association, primary screening, Förster resonance energy transfer in intact living …. hit rate 0.098% among 340,000. AID 743397. HEK cells, CFP/YFP FRET ICDI-IQ, plate reader, 10 min; percent FRET-ratio fall versus neutral wells. inhibition, % at 12.3 µM;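 active means mean replicate inhibition of at least 30% and at least 1% of replicates passing that level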;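 further: 0% = median of the neutral control wells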
Granule exo inh: lytic granule exocytosis inhibition. hit rate 0.66% among 360,000. inhibition, % at 10 µM. TALL-104 LAMP-1 surface exposure, flow cytometry; cells stimulated with thapsigargin and PMA;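 active means inhibition above about 55%, limit read from the data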
Cardio protect: protects H9c2 cardiomyocytes from peroxide injury; protection from H2O2 cell death, % at 20 µM; H2O2 injury protection, ATPLite, 2 h; hit rate 0.63% among 360,000;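 active means compounds giving at least 50% protection of heart cells from peroxide-induced death in the single-dose screen, raw or plate-pattern-corrected value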;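 further: 0% = DMSO wells with peroxide and 100% = DMSO wells without peroxide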
m5-HT2A agonist: activates the mouse 5-HT2A serotonin receptor; activation, % at 7.6 µM; P35363; hit rate 0.66% among 360,000; CHO-K1 mHTR2A beta-arrestin complementation, luminescence; percent of 30 µM serotonin response;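 active means activation above a run cutoff, the mean activation of all tested compounds plus 3 SD, cut at about 14% in these data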;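 further: 0% = plate median of compound wells and 100% = 30 µM serotonin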
Active calls of the source: *; / = no result given.

[1] Cc1cc(C)cc(NC(=O)COC(=O)CC2CCCC2)c1
[2] Cc1cc(S(=O)(=O)Nc2ccc(C(=O)NCCCN3CCCC3=O)cc2)ccc1F
[3] Cn1c(N)c(C(=O)COC(=O)c2ccc(Cl)c(S(=O)(=O)N3CCCCC3)c2)c(=O)n(C)c1=O
[4] O=C(c1cncc(Br)c1)N1CCN(S(=O)(=O)c2ccc3ccccc3c2)CC1
[5] CCCC(=O)Nc1sc2c(c1C#N)CCCC2
[6] COCCNC(=S)N1CCN(Cc2cccc(OC)c2)CC1
[7] N#Cc1ccc(OCCOCCNC2CCCC2)cc1
[8] O=C(CSc1nnc(COc2ccccc2)o1)N1CCOCC1

Screen / compound no.	1	2	3	4	5	6	7	8
ABCB6 inh MLPCN	89	101	101	97	95	98	87	101
iPSC survival up	-0.2	-0.4	1.3	-0.4	-0.3	-0.5	1.3	-0.3
PDI turbidity	-1	2	23	-13	30	-6	9	1
Vif imaging	-5	1	-3	-12	/	2	-6	-5
aDG glyco up	0.5	0.0	0.5	0.0	-0.1	0.0	-0.1	0.0
N-glyco inh	-2	-2	3	4	1	1	-3	-1
CaV13 ICDI inh	-15	-7	-8	-4	-6	-7	-5	-2
Granule exo inh	5	-1	-5	0	-2	-1	6	4
Cardio protect	-1	9	13	-6	3	0	15	6
m5-HT2A agonist	-8	4	1	-8	0	12	1	-3

[9] O=C1[C@H]2[C@H](ON3CCCC[C@H]23)C(=O)N1c1ccc(Cl)cc1
[10] CC(C)(C)NC(=O)CN(Cc1ccco1)C(=O)CCC(=O)Nc1nccs1
[11] C=CCNc1nc(N2CCCCC2)c(C#N)c2c1CN(Cc1ccccc1)CC2
[12] CC(=O)c1ccc(N2CCN(C(=O)C(=O)c3c(C)[nH]c4ccccc34)CC2)cc1
[13] C[C@H]1CN([C@@H](C)CO)S(=O)(=O)c2ccc(-c3ccccc3)cc2O[C@H]1CN(C)C(=O)C1CCC1
[14] COc1ccccc1NC(=O)/C=C/c1ccc2c(c1)OCO2
[15] CC(=O)Nc1nonc1NC(=O)c1ccc(C(C)(C)C)cc1
[16] CCCn1cc(S(=O)(=O)CC(=O)Nc2ccc(OC)cc2OC)c2ccccc21

Screen / compound no.	9	10	11	12	13	14	15	16
ABCB6 inh MLPCN	106	98	93	97	95	96	90	96
iPSC survival up	2.6	-0.1	-3.6	1.7	1.2	-1.5	3.4	1.1
PDI turbidity	-2	-7	13	4	5	-2	-2	4
Vif imaging	-7	-15	8	6	-12	1	-4	-1
aDG glyco up	-0.3	0.1	-0.1	1.9	0.1	-0.3	-0.1	-0.1
N-glyco inh	1	2	-1	1	1	17	-4	1
CaV13 ICDI inh	-19	-4	/	/	-10	-17	-5	-5
Granule exo inh	-2	-6	-1	0	-1	-3	-2	0
Cardio protect	5	9	-29	4	8	-8	-5	-4
m5-HT2A agonist	0	9	39*	-6	3	3	2	5

[17] C#CCOCCOCCOCCNc1nc(N2CCN(C(=O)[C@H](Cc3cc4ccccc4[nH]3)n3cc([C@@H](N)CC(C)C)nn3)CC2)nc(N2CCN(C(=O)[C@H](Cc3cc4ccccc4[nH]3)n3cc([C@@H](N)CC(C)C)nn3)CC2)n1
[18] Cc1ccc(C(=O)OCC(=O)c2ccc(Cl)s2)s1
[19] CC(C)(C)NC(=O)CSc1nc2cc(S(=O)(=O)N3CCCCC3)ccc2o1
[20] Cc1nonc1NC(=O)c1ccc(Cl)c(S(=O)(=O)N2CCCCC2)c1
[21] COc1ccc(S(=O)(=O)N2CCCC2)c(C)c1C
[22] O=C(Nc1ccccc1)C(Cc1cccs1)c1nn[nH]n1 (stereo unspecified)
[23] CC(C)Cc1nnc(NC(=O)CCc2c[nH]c3ccccc23)s1
[24] Cc1ccc(S(=O)(=O)N2CCOCC2)s1

Screen / compound no.	17	18	19	20	21	22	23	24
ABCB6 inh MLPCN	98	95	98	105	101	104	93	105
iPSC survival up	-3.2	2.5	-0.4	-0.9	9.0	-0.1	0.4	0.3
PDI turbidity	27	8	7	1	2	8	1	29
Vif imaging	-3	/	5	/	7	18	5	-2
aDG glyco up	-0.4	-0.1	0.1	0.0	0.9	-0.1	-0.1	0.0
N-glyco inh	-2	2	-5	2	1	1	1	-1
CaV13 ICDI inh	/	-5	-3	/	-6	-3	-3	-5
Granule exo inh	3	-4	-1	-1	1	0	1	-2
Cardio protect	-4	-10	-2	-5	-1	5	-1	-4
m5-HT2A agonist	-4	-7	-5	0	3	1	7	8

[25] CCCCN(C)C1CCN(C(=S)Nc2cccc(SC)c2)CC1
[26] O=C(c1ccco1)N(CCCN1CCOCC1)c1nc(-c2ccc(F)cc2)cs1
[27] Cn1ccnc1SCC(=O)Nc1ccc2c(c1)COC2=O
[28] COc1cccc(C(=O)NC(=S)Nc2ccccc2N2CCCCC2)c1
[29] Cc1cc(NC(=O)Nc2ccc(F)c(Cl)c2)no1
[30] CCOc1ccc(Cl)cc1Nc1nc(NCCO)nc(N2CCCC2)n1
[31] O=c1[nH]nc(CSCc2ccccc2Cl)[nH]1
[32] O=[N+]([O-])c1ccc(/C=N/N2CCCCC2)cc1

Screen / compound no.	25	26	27	28	29	30	31	32
ABCB6 inh MLPCN	96	96	98	106	95	94	99	101
iPSC survival up	-0.8	4.2	2.2	-0.3	2.3	0.1	-2.5	0.0
PDI turbidity	0	4	2	-4	-3	-2	0	-8
Vif imaging	16	-4	5	-10	-15	18	-4	-1
aDG glyco up	-0.1	-0.3	0.0	-0.4	-0.2	0.9	0.0	0.0
N-glyco inh	-1	1	3	-3	-2	8	-1	-3
CaV13 ICDI inh	-14	-8	-5	-4	-4	-5	/	-4
Granule exo inh	5	11	-1	2	-2	-3	0	0
Cardio protect	12	38	21	-5	-2	-1	-3	-7
m5-HT2A agonist	-6	-2	-3	-3	-1	0	6	-2

Records 20 to 32 from above:
[20] Cc1nonc1NC(=O)c1ccc(Cl)c(S(=O)(=O)N2CCCCC2)c1
[21] COc1ccc(S(=O)(=O)N2CCCC2)c(C)c1C
[22] O=C(Nc1ccccc1)C(Cc1cccs1)c1nn[nH]n1 (stereo unspecified)
[23] CC(C)Cc1nnc(NC(=O)CCc2c[nH]c3ccccc23)s1
[24] Cc1ccc(S(=O)(=O)N2CCOCC2)s1
[25] CCCCN(C)C1CCN(C(=S)Nc2cccc(SC)c2)CC1
[26] O=C(c1ccco1)N(CCCN1CCOCC1)c1nc(-c2ccc(F)cc2)cs1
[27] Cn1ccnc1SCC(=O)Nc1ccc2c(c1)COC2=O
[28] COc1cccc(C(=O)NC(=S)Nc2ccccc2N2CCCCC2)c1
[29] Cc1cc(NC(=O)Nc2ccc(F)c(Cl)c2)no1

Screen / compound no.	20	21	22	23	24	25	26	27	28	29
ABCB6 inh MLPCN	105	101	104	93	105	96	96	98	106	95
iPSC survival up	-0.9	9.0	-0.1	0.4	0.3	-0.8	4.2	2.2	-0.3	2.3
PDI turbidity	1	2	8	1	29	0	4	2	-4	-3
Vif imaging	/	7	18	5	-2	16	-4	5	-10	-15
aDG glyco up	0.0	0.9	-0.1	-0.1	0.0	-0.1	-0.3	0.0	-0.4	-0.2
N-glyco inh	2	1	1	1	-1	-1	1	3	-3	-2
CaV13 ICDI inh	/	-6	-3	-3	-5	-14	-8	-5	-4	-4
Granule exo inh	-1	1	0	1	-2	5	11	-1	2	-2
Cardio protect	-5	-1	5	-1	-4	12	38	21	-5	-2
m5-HT2A agonist	0	3	1	7	8	-6	-2	-3	-3	-1

[30] CCOc1ccc(Cl)cc1Nc1nc(NCCO)nc(N2CCCC2)n1
[31] O=c1[nH]nc(CSCc2ccccc2Cl)[nH]1
[32] O=[N+]([O-])c1ccc(/C=N/N2CCCCC2)cc1

Screen / compound no.	30	31	32
ABCB6 inh MLPCN	94	99	101
iPSC survival up	0.1	-2.5	0.0
PDI turbidity	-2	0	-8
Vif imaging	18	-4	-1
aDG glyco up	0.9	0.0	0.0
N-glyco inh	8	-1	-3
CaV13 ICDI inh	-5	/	-4
Granule exo inh	-3	0	0
Cardio protect	-1	-3	-7
m5-HT2A agonist	0	6	-2

Next part.
[33] O=C(NC1CC1)c1cccc(NC(=O)C2CCN(S(=O)(=O)c3ccccc3C(F)(F)F)CC2)c1
[34] O=C1C(=O)N(Cc2ccco2)C(c2cccs2)/C1=C(\O)c1cccc([N+](=O)[O-])c1 (stereo unspecified)
[35] O=[N+]([O-])c1cc(-c2csc(NC(CO)c3nc4ccccc4n3CCOCCO)n2)ccc1Cl (stereo unspecified)
[36] CCOC(=O)c1c(C)nc2c3ccccc3ccn12
[37] O=C(NCc1ccccn1)Nc1ccc(F)c(Cl)c1
[38] COc1ccc(CCNC(=O)C2CC2)cc1
[39] Cc1cc(=O)oc2cc(OCC(=O)NCCCN3CCCC3=O)ccc12
[40] O=C1NC(=O)N(c2ccc(Cl)cc2)C(=O)/C1=C/c1ccc2c(c1)CCN2Cc1ccccc1Cl

Screen / compound no.	33	34	35	36	37	38	39	40
ABCB6 inh MLPCN	97	99	94	86	99	96	102	96
iPSC survival up	0.6	0.0	1.7	-4.1	-0.2	-0.6	0.4	-0.4
PDI turbidity	0	-3	-1	-3	-2	4	14	-1
Vif imaging	-14	4	/	-3	12	5	-3	1
aDG glyco up	-0.1	0.0	0.2	0.3	0.2	-0.1	-0.2	-0.2
N-glyco inh	0	1	-1	-5	-1	2	1	1
CaV13 ICDI inh	-5	-5	-10	-4	-5	-4	-7	-15
Granule exo inh	0	6	-13	-4	0	-1	-1	-5
Cardio protect	16	5	10	-16	0	-2	2	4
m5-HT2A agonist	-7	0	0	0	0	2	7	7

[41] CCOC(=O)C1C(=O)C=C(c2cccs2)CC1c1ccccc1 (stereo unspecified)
[42] COc1ccc(C2=Nc3ccccc3NC(=O)C2N(CCCn2ccnc2)C(=O)c2cccc(S(C)(=O)=O)c2)cc1 (stereo unspecified)
[43] NS(=O)(=O)c1ccc(CCNC(=O)C(=O)c2cn(CC(=O)N3CCCC3)c3ccccc23)cc1
[44] CCOC(=O)c1cccc(-n2cccc2/C=C2\NC(=O)N(CC(=O)O)C2=O)c1
[45] Cn1c(C(=O)OC(C(=O)NC(C)(C)C)c2cccnc2)cc2sccc21 (stereo unspecified)
[46] CS(=O)(=O)N(CC(=O)N1CCCC1)c1ccccc1Br

Screen / compound no.	41	42	43	44	45	46
ABCB6 inh MLPCN	102	97	97	98	92	94
iPSC survival up	-0.1	-0.3	-0.4	-2.3	-0.9	-0.7
PDI turbidity	1	/	-1	-4	-1	-1
Vif imaging	-6	/	1	0	-2	3
aDG glyco up	0.0	0.0	-0.1	0.4	-0.3	0.0
N-glyco inh	-2	1	1	0	4	1
CaV13 ICDI inh	-13	-4	-10	-5	-2	-5
Granule exo inh	1	-2	-3	-8	-2	-11
Cardio protect	3	2	4	1	5	3
m5-HT2A agonist	1	2	-2	3	-1	9
